# Screening results as filed in PubChem BioAssay.
# XiGFP reactiv – reactivates the inactive X chromosome in mouse fibroblasts. XiGFP mouse fibroblasts, % GFP-positive cells imaging, 3 d; cells co-treated with 5-aza-dC sensitizer; scaled so ellipticine positive control = 100%. activation, % at 7.58 µM. 0.055% of 360,000 active;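 active means mean normalized replicate activation at least 10% and every replicate at or above 10%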;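 further: 0% = median of on-plate neutral control wells and 100% = ellipticine 6 µM median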
#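 System: 68-5-11 XiGFP fibroblast line; Timing: 3 days compound exposure; Compound dosing: one concentration, pinned; Benchmarks: positive control ellipticine, 6 µM final; Buffer or medium: DMEM containing 5-aza-dC.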
# RAD54 branch – blocks human RAD54 Holliday junction branch migration | AID 602329 | 0.14% of 360,000 active | Q92698 | inhibition, % at 10.4 µM | FAM/BHQ fluorescence;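 active means mean normalized replicate activity at least 40 and at least half of replicates scoring 40 or more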;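 further: 0% = median of neutral control wells and 100% = median of positive control wells; inhibitors cause a drop in the FAM fluorescence signal; in these data hits start at about 50%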
# ARNT TACC3 PPI – ARNT/TACC3 interaction disruption; Q9Y6A5; AlphaScreen His-ARNT PAS-B/GST-TACC3 binding, luminescence; TACC3 fragment carries E629A point mutation; inhibition, % at 9.99 µM; 0.66% of 390,000 active; AID 623870;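 active means mean inhibition of replicates at least 50% and at least half of replicates each reaching 50%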;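 further: 0% = complete ARNT plus TACC3 wells and 100% = ARNT alone without TACC3; many hits fall short of the cut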
# RAD52 inh – blocks human RAD52 DNA annealing; recombinant RAD52 DNA annealing, FRET fluorescence; 0.46% of 360,000 active; inhibition, % at 18.7 µM; P43351;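 active means every replicate showing at least 50% inhibition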
# ERAP1 inh – inhibitors of human ERAP1 aminopeptidase; Q9NZ08; recombinant ERAP1, Leu-AMC fluorescence, 60 min; inhibition, % at 10.7 µM; 0.15% of 340,000 active; AID 652197;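 active means mean replicate inhibition of at least 30%, or all replicates individually reaching that 30% level; inactive means mean below 30% and not every replicate reaching it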;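 further: 0% = neutral control wells and 100% = L-leucinethiol positive control wells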
# Target sequence (Q9NZ08 whole entry, looked up): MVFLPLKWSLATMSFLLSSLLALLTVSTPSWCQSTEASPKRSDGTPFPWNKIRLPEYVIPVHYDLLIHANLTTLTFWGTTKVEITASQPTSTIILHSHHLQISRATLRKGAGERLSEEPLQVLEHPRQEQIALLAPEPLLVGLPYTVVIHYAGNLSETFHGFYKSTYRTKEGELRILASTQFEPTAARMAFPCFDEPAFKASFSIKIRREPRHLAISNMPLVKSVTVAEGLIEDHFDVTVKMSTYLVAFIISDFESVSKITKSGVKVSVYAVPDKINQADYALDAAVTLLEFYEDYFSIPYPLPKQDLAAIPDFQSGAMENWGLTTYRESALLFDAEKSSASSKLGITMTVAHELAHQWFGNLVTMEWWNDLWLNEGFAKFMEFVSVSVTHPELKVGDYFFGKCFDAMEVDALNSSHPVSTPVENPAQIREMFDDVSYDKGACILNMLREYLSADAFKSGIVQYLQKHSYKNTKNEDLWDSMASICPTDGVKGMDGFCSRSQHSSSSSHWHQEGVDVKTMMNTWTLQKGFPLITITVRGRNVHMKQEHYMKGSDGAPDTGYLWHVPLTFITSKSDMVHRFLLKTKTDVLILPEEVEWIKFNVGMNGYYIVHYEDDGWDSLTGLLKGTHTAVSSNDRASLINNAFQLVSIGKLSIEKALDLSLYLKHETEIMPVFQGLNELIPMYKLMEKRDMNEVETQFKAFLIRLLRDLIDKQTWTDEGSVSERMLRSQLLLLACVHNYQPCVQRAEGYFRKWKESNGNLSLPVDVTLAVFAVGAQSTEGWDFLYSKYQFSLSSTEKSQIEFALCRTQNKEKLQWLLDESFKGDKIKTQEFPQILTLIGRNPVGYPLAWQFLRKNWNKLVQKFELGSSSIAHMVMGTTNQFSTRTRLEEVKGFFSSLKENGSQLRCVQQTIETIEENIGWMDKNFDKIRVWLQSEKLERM
# esBAF inh – inhibitors of esBAF chromatin remodeling in mouse ES cells. Bmi1-luciferase knock-in reporter, 24 h; 100% = twice the neutral-well signal. reporter increase, % at 12.5 µM. 2% of 350,000 active; in the data active means activation above about 40%;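 further: 0% = median of the plate's neutral control wells and 100% = double that signal; a rise in the Bmi1 reporter signal indicates esBAF inhibition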
# GSIS activator – primary screen for activators of insulin secretion dependent on glucose, INS-1E cells, GLuc reporter luminescence; 0.61% of 370,000 active; activation, % at 16.6 µM; INS-1E GLuc reporter insulin secretion, 2-3 h;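 active means lowest replicate activation of at least 40%, so every replicate reaches that level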;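 further: 0% = median of neutral control wells and 100% = median of IBMX positive control wells; some compounds called inactive have numbers as strong as hits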
# F508del corr – CFTR F508del correction in bronchial cells | CFBE cells, YFP halide quenching; stimulated with forskolin plus potentiator P3; % fluorescence drop versus neutral controls | activity (quench increase), % at 7.58 µM | 0.36% of 350,000 active;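 active means mean added fluorescence quench of at least 8% versus neutral control, with both replicates also reaching 8%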;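 further: cells transiently co-express mutant CFTR-F508del with the halide-sensitive YFP; corrector assay measuring rescue of mutant channel to the surface after 24 h compound exposure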
# * marks the source's active call; other numbers are inactive results; · = no result given; & = joins results of further samples.
1	CN(C)C(=O)C[C@H]1CC[C@H]2[C@H](COc3ccc(NC(=O)c4ccc(F)cc4)cc3C(=O)N2C)O1
2	COc1ccc(CN2CC3(CN(C(=O)Nc4cccc(F)c4)C3)c3c([nH]c4cc(OC)ccc34)[C@H]2CO)cc1
3	Cc1ccccc1OCCC(=O)N1CCN(S(=O)(=O)c2ccc(Br)cc2)CC1
4	Clc1ccc(-c2nnc(-c3cccc4ccccc34)o2)cc1Cl
5	C[C@H](CO)N1C[C@H](C)[C@@H](CN(C)Cc2ccncc2)Oc2c(NS(=O)(=O)c3ccc(Cl)cc3)cccc2C1=O
6	CCOC(=O)c1c(-c2ccc(OC)cc2)csc1NC(=O)CSc1ncnc2sccc12
Compound	1	2	3	4	5	6
XiGFP reactiv	0.1	0.4	0.4	0.0	-0.1&0.1	0.0
RAD54 branch	-2.7	·	0.5	-16.7	-3.0&-0.4	·
ARNT TACC3 PPI	0.7	·	·	·	-6.3&-3.9	-4.5
RAD52 inh	7.6	-10.6	-12.9	-5.7	-0.6&-1.6	-41.1
ERAP1 inh	1.9	·	-0.6	-3.2	1.4&-0.4	-2.5
esBAF inh	-1.9	·	-0.9	·	-3.7&-2.9	7.0
GSIS activator	5.9	-31.7	12.0	10.7	3.9&-2.5	-0.5
F508del corr	·	2.5	-0.2	-0.1	-0.2&-1.2	0.2

7	COc1ccc(CCC(=O)NCC23CC4CC(CC(C4)C2)C3)cc1
8	COc1ccc(S(=O)(=O)NCCc2cc3ccc(C)c(C)c3[nH]c2=O)cc1
9	C[C@@H]1CN([C@@H](C)CO)S(=O)(=O)c2ccc(C#Cc3ccc(F)cc3)cc2O[C@@H]1CN(C)C(=O)CN(C)C
10	Cn1ccnc1SCC(=O)N1CCN(S(=O)(=O)c2ccccc2)CC1
11	O=C(COC(=O)/C=C/c1ccc2c(c1)OCO2)NCc1ccc(F)cc1
12	C[C@@H]1CN([C@H](C)CO)C(=O)c2cc(C#CC3(O)CCCC3)cnc2O[C@H]1CN(C)C(=O)Cc1cccnc1
Compound	7	8	9	10	11	12
XiGFP reactiv	0.2	0.2	-0.9	0.0	0.0	-1.3
RAD54 branch	-2.1	-9.0	11.8	-10.2	12.4	1.8
ARNT TACC3 PPI	-18.0	·	10.2	-3.1	·	2.8
RAD52 inh	2.6	-5.2	49.7	-1.5	-5.4	-8.3
ERAP1 inh	1.0	-2.0	0.7	-1.4	-4.7	-1.6
esBAF inh	0.3	1.2	2.4	-9.3	1.7	0.5
GSIS activator	-9.4	6.9	34.4	-4.5	-0.8	5.7
F508del corr	1.1	-1.2	-3.7	-1.2	-2.7	-0.3

13	COc1ccccc1/C=C/C(=O)OCC(=O)Nc1cc(C(F)(F)F)ccc1N1CCOCC1
14	COc1ccccc1CCC(=O)OCC(=O)c1c(N)n(CC(C)C)c(=O)n(C)c1=O
15	COc1ccc(/C=N/N2CCN(c3ccccc3OC)CC2)cc1OC
16	C[C@@H]1CCCCO[C@H](CN(C)C(=O)c2ccccc2)[C@H](C)CN([C@@H](C)CO)C(=O)c2cc(NC(=O)NC3CCCCC3)ccc2O1
17	COc1ccccc1NS(=O)(=O)c1cc(NC(=O)c2cccnc2)ccc1N1CCCCC1
18	CCN(CC(=O)Nc1ccccc1OC)C(=O)c1cccc(-n2cccc2)c1
Compound	13	14	15	16	17	18
XiGFP reactiv	0.0	0.2	·	0.1	0.1	0.2
RAD54 branch	·	4.1	0.2	-2.6	3.9	-2.9
ARNT TACC3 PPI	0.9	-3.0	8.0	2.5	6.8	9.6
RAD52 inh	2.6	3.4	·	-1.5	-31.1	-140.1
ERAP1 inh	7.1	1.6	·	-5.1	1.0	0.3
esBAF inh	·	17.7	10.3	-1.0	-0.4	4.5
GSIS activator	-9.9	-49.5	17.6	-30.9	-2.9	10.3
F508del corr	-1.2	6.8	·	0.4	-3.3	4.2

19	CCc1cccc2c(C(=O)CN3C(=O)NC(C)(c4cccc5ccccc45)C3=O)c[nH]c12 (stereo not given)
20	CCOC(=O)c1ccc(NC(=O)N2CCN(c3ccccc3OC)CC2)cc1
21	Cn1c(CN2CCCC2)c(C#N)c2ccccc21
22	O/N=C/c1ccc(OCc2ccccc2)c(Br)c1
23	O=C(Nc1ccc(S(=O)(=O)N2CCCCC2)cc1)c1ccc(F)cc1
24	CCc1nonc1NC(=O)c1oc2ccc(Cl)cc2c1C
Compound	19	20	21	22	23	24
XiGFP reactiv	0.0	0.1	0.0	-0.1	-0.1	0.2
RAD54 branch	·	·	·	0.6	14.1	-3.3
ARNT TACC3 PPI	1.4	·	·	-2.1	-4.9	-5.1
RAD52 inh	-71.4	-9.2	-17.8	·	-20.1	-10.5
ERAP1 inh	-3.2	-1.0	1.9	·	-3.8	-4.2
esBAF inh	-3.8	·	·	·	1.3	26.3
GSIS activator	-11.9	-12.5	-2.5	-11.8	-29.6	-11.2
F508del corr	-2.4	-1.6	1.4	·	-2.9	-0.6

# Not a retest: an excerpt of the list.
12	C[C@@H]1CN([C@H](C)CO)C(=O)c2cc(C#CC3(O)CCCC3)cnc2O[C@H]1CN(C)C(=O)Cc1cccnc1
13	COc1ccccc1/C=C/C(=O)OCC(=O)Nc1cc(C(F)(F)F)ccc1N1CCOCC1
14	COc1ccccc1CCC(=O)OCC(=O)c1c(N)n(CC(C)C)c(=O)n(C)c1=O
15	COc1ccc(/C=N/N2CCN(c3ccccc3OC)CC2)cc1OC
16	C[C@@H]1CCCCO[C@H](CN(C)C(=O)c2ccccc2)[C@H](C)CN([C@@H](C)CO)C(=O)c2cc(NC(=O)NC3CCCCC3)ccc2O1
17	COc1ccccc1NS(=O)(=O)c1cc(NC(=O)c2cccnc2)ccc1N1CCCCC1
18	CCN(CC(=O)Nc1ccccc1OC)C(=O)c1cccc(-n2cccc2)c1
19	CCc1cccc2c(C(=O)CN3C(=O)NC(C)(c4cccc5ccccc45)C3=O)c[nH]c12 (stereo not given)
Compound	12	13	14	15	16	17	18	19
XiGFP reactiv	-1.3	0.0	0.2	·	0.1	0.1	0.2	0.0
RAD54 branch	1.8	·	4.1	0.2	-2.6	3.9	-2.9	·
ARNT TACC3 PPI	2.8	0.9	-3.0	8.0	2.5	6.8	9.6	1.4
RAD52 inh	-8.3	2.6	3.4	·	-1.5	-31.1	-140.1	-71.4
ERAP1 inh	-1.6	7.1	1.6	·	-5.1	1.0	0.3	-3.2
esBAF inh	0.5	·	17.7	10.3	-1.0	-0.4	4.5	-3.8
GSIS activator	5.7	-9.9	-49.5	17.6	-30.9	-2.9	10.3	-11.9
F508del corr	-0.3	-1.2	6.8	·	0.4	-3.3	4.2	-2.4

20	CCOC(=O)c1ccc(NC(=O)N2CCN(c3ccccc3OC)CC2)cc1
21	Cn1c(CN2CCCC2)c(C#N)c2ccccc21
Compound	20	21
XiGFP reactiv	0.1	0.0
RAD54 branch	·	·
ARNT TACC3 PPI	·	·
RAD52 inh	-9.2	-17.8
ERAP1 inh	-1.0	1.9
esBAF inh	·	·
GSIS activator	-12.5	-2.5
F508del corr	-1.6	1.4

# New compounds follow.
25	CC(=O)c1ccc(OC(=O)C2CC(=O)N(c3cccc(C)c3)C2)cc1 (stereo not given)
26	C[C@@H]1CCCCO[C@H](CN(C)C(=O)CCC(F)(F)F)[C@H](C)CN([C@H](C)CO)C(=O)c2cc(NS(C)(=O)=O)ccc2O1
27	Cc1ccccc1NS(=O)(=O)c1ccc(C(=O)NCC2(N3CCOCC3)CCCCC2)cc1
28	C[C@@H]1CN([C@@H](C)CO)C(=O)c2cc(-c3cccc(F)c3)cnc2O[C@@H]1CN(C)C(=O)c1cnccn1
29	Cn1nc(C(=O)NCc2ccc(F)cc2)cc1C(=O)NCc1ccc(F)cc1
30	CCN(C[C@H]1[C@@H](c2ccccc2)[C@H](CO)N1CC1CC1)C(=O)c1ccccn1
Compound	25	26	27	28	29	30
XiGFP reactiv	·	-1.1	0.0	0.6	0.0	0.1
RAD54 branch	-6.1	-3.7	-1.6	-7.6	·	3.1
ARNT TACC3 PPI	-7.4	-0.7	-1.9	-1.5	·	-5.4
RAD52 inh	·	-8.0	-26.6	4.7	-0.3	-8.5
ERAP1 inh	·	4.2	5.6	-0.9	-6.1	-2.4
esBAF inh	-11.1	0.3	-5.3	0.0	·	7.3
GSIS activator	-6.1	11.4	-26.1	20.5	1.2	3.1
F508del corr	·	-1.1	0.9	·	0.2	-2.6

31	c1ccc(-c2nc3ccccn3c2NC2CCCC2)nc1
32	O=C(CN1CCN(c2ccc(O)cc2)CC1)Nc1ccc2c(c1)OCCO2
33	Nc1nc(Nc2ccccc2F)sc1C(=O)c1ccccc1
34	Cc1ccc(-c2ccccc2[C@H]2[C@@H](C#N)N(S(C)(=O)=O)[C@@H]2CO)cc1
35	CCc1ccc(/C(C)=N/NC(=O)c2ccccn2)cc1
36	CO[C@@H]1CN(C)C(=O)c2ccc(NC(C)=O)cc2OC[C@@H](C)N(C(=O)C2CCC2)C[C@H]1C
Compound	31	32	33	34	35	36
XiGFP reactiv	0.2	0.0	0.1	0.0	0.1	-0.2
RAD54 branch	6.8	-1.9	·	·	-10.5	2.7
ARNT TACC3 PPI	63.8*	3.2	·	·	3.3	7.6
RAD52 inh	-9.8	-13.3	-14.1	-1.9	6.9	-7.8
ERAP1 inh	-13.5	-0.9	3.0	6.1	·	4.2
esBAF inh	·	2.6	·	·	4.5	3.7
GSIS activator	5.0	-3.6	18.2	-5.3	-9.6	0.5
F508del corr	-2.3	2.6	6.6	1.8	-2.4	2.9

37	O=C(c1cccnc1)N1CC2(C1)[C@H](c1ccccc1)[C@H](CO)N2C(=O)C1CCC1
38	COc1ccc2c3c(n(C)c2c1)[C@@H](CO)N(C(=O)Nc1ccc(F)cc1)CC31CCN(Cc2cccc(F)c2)CC1
39	N#C/C(C(=S)Nc1ccccc1)=C1/NN=C(N2CCOCC2)N1c1ccccc1
40	CCCC#Cc1cnc2c(c1)C(=O)N([C@@H](C)CO)C[C@H](C)[C@@H](CN(C)Cc1ccc(F)cc1)O2
41	Cc1ccccc1C1N(c2nccs2)C(=O)C2CCCN21 (stereo not given)
42	Cc1ccc(C(=O)NC(NCc2ccccc2)C(Cl)(Cl)Cl)cc1 (stereo not given)
Compound	37	38	39	40	41	42
XiGFP reactiv	0.0	1.0	0.1	-0.9	0.0	0.0
RAD54 branch	·	·	9.0	-4.6	·	-5.1
ARNT TACC3 PPI	·	·	·	-1.4	-3.5	-2.9
RAD52 inh	-5.9	-1.7	-14.0	12.4	-22.1	-5.0
ERAP1 inh	-2.6	1.1	-0.1	-1.1	11.4	2.4
esBAF inh	·	·	9.8	-0.1	-14.1	·
GSIS activator	12.8	-10.7	16.3	-18.1	-5.8	-1.5
F508del corr	2.9	5.3	·	-1.8	-2.9	-0.4

43	CCC(=O)OC1(C)C(=O)C=C2C=C(C3CC3)OC=C2C1=O (stereo not given)
44	CN1/C(=C\C(=O)COC(=O)c2ccc([N+](=O)[O-])o2)C(C)(C)c2ccccc21
45	CCCCCCc1ccc(OCC(=O)OC)cc1OCC(=O)OC
46	O=C(Cc1ccc(NS(=O)(=O)c2cccc(C(F)(F)F)c2)cc1)NCCN1CCOCC1
47	CN(CC(=O)Nc1ccc(F)c(F)c1F)C(=O)CN1C(=O)C2CCCCC2C1=O (stereo not given)
Compound	43	44	45	46	47
XiGFP reactiv	0.1	-0.2	·	0.2	0.2
RAD54 branch	-22.4	·	·	4.2	-3.5
ARNT TACC3 PPI	-16.6	1.8	-14.9	-2.3	-16.9
RAD52 inh	-127.3	-1.1	-17.8	-10.1	-8.5
ERAP1 inh	2.4	0.1	1.5	-3.3	-7.5
esBAF inh	-10.7	·	·	-2.5	·
GSIS activator	·	-17.2	-2.2	1.8	-6.2
F508del corr	-2.8	-0.1	-1.0	-0.8	-2.3
